Compound activity (PubChem BioAssay)
Tn7 DDE FP: disrupts Tn7 cyclic peptide binding to fibrin D-Dimer-E complex; P02675; FP displacement of FITC-Tn7 peptide from fibrin DD(E); 0% = median of compound wells per plate; inhibition, % at 8.3 µM; 370,000 compounds, 0.13% hits;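 active = inhibition above the mean of compounds falling within the control limits plus 3 SD of them, cut at about 14% in these data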;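 note: 0% = plate median of compound wells and 100% = 10 µM Aha-Tn7 peptide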
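System: human fibrin DD(E); quantity: Fibrin-DD(E) at 2 µM final; also added: fluorescent Tn7 probe at 0.1 µM; compound dosing: single nominal test concentration of 8.3 µM per compound; schedule: 10 min preincubation, 3 h with tracer, room temperature; detection: fluorescence polarization of the labelled Tn7 tracer; repeats: one replicate per compound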
mABHD4 FP: inhibits mouse alpha/beta hydrolase domain 4; Q8VD66; purified mABHD4, FP-Rh probe fluorescence polarization; inhibition, % at 8.92 µM; 370,000 compounds, 0.54% hits; AID 720543;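 active = inhibition exceeding the mean over every tested compound plus 3 SD, cut at about 30% in these data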;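 note: 0% = plate median of compound wells and 100% = S159A mutant with DMSO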
Target sequence (Q8VD66 whole entry, looked up, the tested form may be a part): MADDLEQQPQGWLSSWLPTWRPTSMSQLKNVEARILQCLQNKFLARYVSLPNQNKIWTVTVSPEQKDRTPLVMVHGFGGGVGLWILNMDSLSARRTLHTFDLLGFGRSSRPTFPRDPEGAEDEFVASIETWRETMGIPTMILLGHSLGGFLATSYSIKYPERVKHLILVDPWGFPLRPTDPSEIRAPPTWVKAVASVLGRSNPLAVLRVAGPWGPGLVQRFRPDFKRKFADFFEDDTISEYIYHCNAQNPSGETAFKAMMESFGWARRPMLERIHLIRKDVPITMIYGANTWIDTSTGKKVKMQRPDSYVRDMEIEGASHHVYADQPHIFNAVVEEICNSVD
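Material: mouse ABHD4 enzyme, wild type; Benchmarks: S159A mutant high control, sample median low control; Buffer or medium: HEPES pH 7.0, NaCl, Pluronic buffer; Signal: fluorescence polarization; Read-out: percent inhibition of probe binding, normalized to plate controls; Timing: pre-incubation 45 min, probe exposure 60 min, at 25 °C; Dosing: 8.92 µM, single dose.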
TDP2 absorb: blocks human TDP2 phosphodiesterase activity. AID 720702. 370,000 compounds, 0.34% hits. O95551. recombinant TDP2, T5PNP hydrolysis, p-nitrophenol absorbance 415 nm. inhibition, % at 12.8 µM;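 active = inhibition above the mean of all tested compounds plus 3 SD, set per campaign, cut at about 25% in these data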;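 note: 0% = DMSO with enzyme and 100% = buffer with substrate but no TDP2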
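test system = human TDP2 enzyme | input = TDP2 enzyme at 120 nM final | medium = 50 mM Tris-HCl pH 7.5 with Mg2+, KCl, DTT, BSA | also added = T5PNP substrate, 5 mM | times = 2 h at 37 °C | technique = epi absorbance | benchmarks = high control without enzyme, low control DMSO plus TDP2 | replication = each compound tested once, singlicate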
UHRF1 binding: blocks human UHRF1 binding to methylated DNA | Q96T88 | UHRF1 binding to methylated oligo, TR-FRET | inhibition, % at 4.4 µM | 370,000 compounds, 0.75% hits; in the data active = inhibition above about 21%;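 note: UHRF1 SRA domain binding a hemimethylated CpG hairpin DNA probe; 0% = median of test compound wells and 100% = reference inhibitor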
LEDGF integ inh: blocks HIV-1 LEDGF/p75-dependent DNA integration; TR-FRET IN-LEDGF/p75 DNA integration, Eu/Cy5; inhibition, % at 3.7 µM; 370,000 compounds, 0.64% hits; AID 743269;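 active = inhibition above the screen-wide mean plus 3 SD, cut at about 13% in these data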;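 note: signal is the Cy5 over europium emission ratio at 671 and 618 nm; 0% = plate median of compound wells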
PG9 Ab binder: PG9 antibody binding by small molecule; AID 624416; 360,000 compounds, 0.43% hits; inhibition, % at 6.7 µM; TR-FRET gp120-PG9 antibody binding; in the data active = inhibition above about 8.5%
TCR CD3 inh: blocks the human TCR-CD3 interaction; TAMRA-labeled TCR probe fluorescence, biochemical; inhibition, % at 9.4 µM; 360,000 compounds, 0.37% hits; in the data active = inhibition above about 19%;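 note: recombinant mutant TCR 2C K166C tagged with TAMRA read by polarization; 0% = receptor in buffer alone and 100% = receptor with positive control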
SIAE primary: human SIAE inhibition, primary screen | Q9HAT2 | AID 1053197 | inhibition, % at 9.66 µM | 370,000 compounds, 0.69% hits | SIAE FP-Rh probe binding, fluorescence polarization;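 active = inhibition above a cutoff: mean of compounds within the control limits plus 3 SD of those, cut at about 17% in these data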;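 note: 0% = plate median of compound wells and 100% = probe without SIAE protein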
HTRA1 inhibitor: HTRA1 (human) protease inhibition | Q92743 | recombinant HTRA1, FP-rhodamine activity-based probe, fluorescence polarization | inhibition, % at 5.96 µM | 340,000 compounds, 0.5% hits | AID 504803; in the data active = inhibition above about 36%;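 note: 0% = enzyme with DMSO and 100% = wells lacking enzyme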
PRMT1 inh: PRMT1 (human) inhibition, primary screen; 370,000 compounds, 1.3% hits; inhibition, % at 2.79 µM; AID 652257; recombinant PRMT1, activity-based probe fluorescence polarization; Q99873;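 active = inhibition above about 21% made by adding two undisclosed values, limit read from the data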
Target sequence (Q99873 whole entry, looked up): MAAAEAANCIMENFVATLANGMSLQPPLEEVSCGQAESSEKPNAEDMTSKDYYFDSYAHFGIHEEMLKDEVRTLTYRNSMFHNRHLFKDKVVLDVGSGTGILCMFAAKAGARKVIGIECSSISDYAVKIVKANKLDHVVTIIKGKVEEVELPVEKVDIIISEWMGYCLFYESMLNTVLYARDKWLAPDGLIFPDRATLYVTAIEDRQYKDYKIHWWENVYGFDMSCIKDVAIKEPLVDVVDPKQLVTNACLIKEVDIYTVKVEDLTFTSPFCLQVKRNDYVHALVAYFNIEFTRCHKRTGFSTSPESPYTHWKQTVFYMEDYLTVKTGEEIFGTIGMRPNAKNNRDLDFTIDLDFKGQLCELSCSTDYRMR
* = called active by the depositor; . = no result given.

1. Cn1cc(S(=O)(=O)N2CCCC2)cc1C(=O)NCc1ccccc1Cl
2. CCCCc1ccc(NS(=O)(=O)c2cccc(C(=O)N3CCCN(C)CC3)c2)cc1
3. COc1ccc2cc(CCNC(=O)C3CC3)c(=O)[nH]c2c1
4. COc1ccc(CN2CCOCCOCCN(Cc3ccc(OC)cc3)CCOCCOCC2)cc1
5. CCN(CC)S(=O)(=O)c1cccc(C(=O)N[C@H](C(=O)O)C(C)C)c1
6. C#CCNC(=O)C1=C[C@H](c2ccccc2)C[C@H](OCCCCO)O1
7. COc1cccc(NC(=O)CN(C)C(=O)c2c(C)noc2C)c1
8. [O-][n+]1ccc(C2CC2)cc1
entry no.	1	2	3	4	5	6	7	8
Tn7 DDE FP	3	0	-5	-5	4	2	-3	-3
mABHD4 FP	-1	1	-8	4	6	3	0	1
TDP2 absorb	-6	-14	-7	-4	-7	-8	-1	1
UHRF1 binding	-3	0	2	1	0	3	-1	4
LEDGF integ inh	-2	-3	-2	4	-2	1	0	-2
PG9 Ab binder	-1.1	0.2	0.1	-1.1	-0.4	-1.6	-1.5	0.5
TCR CD3 inh	1	8	-6	3	5	-1	0	0
SIAE primary	2	3	-4	-4	-5	-1	-13	11
HTRA1 inhibitor	1	-9	1	3	2	-6	6	7
PRMT1 inh	0	-4	-3	-9	-3	6	0	1

9. CCN=c1sc(C(=O)OC)cc(=O)n1CC
10. COc1ccccc1N(CN1C(=O)c2ccccc2C1=O)C(=O)c1cccc(C)c1
11. CC(C)Cc1nnc(NC(=O)c2ccc3c(=O)n4c(nc3c2)CCC4)s1
12. O=C(CCN1CCCCCC1)Nc1ccc2c(c1)OCCO2
13. COc1ccc(/C=C2\CCCC3C2=NN(C(=O)c2ccco2)C3c2ccc(OC)c(OC)c2)cc1OC (stereo not given)
14. CCC1CCCCN1C(=O)COC(=O)c1cc2ccccc2cc1O (stereo not given)
15. CC1=CC(C)(C)N(C(=O)CN2C(=O)CCC2=O)c2ccccc21
16. O=C(O)c1cccc(N2C(=O)C3C4C=CC(C4=C(c4ccccc4)c4ccccc4)C3C2=O)c1 (stereo not given)
entry no.	9	10	11	12	13	14	15	16
Tn7 DDE FP	4	1	-3	-5	2	7	3	5
mABHD4 FP	4	-2	-7	9	-5	-2	-2	-2
TDP2 absorb	-9	-2	-5	1	-1	3	-2	1
UHRF1 binding	-3	6	2	8	-2	-1	0	1
LEDGF integ inh	-6	0	-4	0	4	-5	-1	0
PG9 Ab binder	-0.3	-2.3	0.0	1.4	1.0	0.2	0.3	0.6
TCR CD3 inh	6	2	2	-9	3	-2	1	1
SIAE primary	3	-3	-8	1	4	0	0	-2
HTRA1 inhibitor	8	-1	-10	-2	-12	-12	2	.
PRMT1 inh	-1	2	0	4	0	0	-7	0

17. CCN1CCCC1CNC(=O)Cn1cc2c(n1)CCC(C)C2 (stereo not given)
18. COc1ccc(-n2nc(C(=O)NCC(=O)O)c3ccccc3c2=O)cc1
19. Cc1cnc(C(=O)OCC(=O)NCc2cccc(Cl)c2)cn1
20. Cn1c(=O)c2c(-c3ccccc3)n(-c3ccc(N)cc3)cc2n(C)c1=O
21. Cc1[nH]nc(SCC(=O)NCC(C)C)c1[N+](=O)[O-]
22. C/C(=N\Nc1ccc(C(=O)O)cc1)c1ccc(Br)cc1
23. COc1ccc(NC(=O)C2(C)Cc3c(-c4ccccc4)ccnc3O2)cc1OC (stereo not given)
24. COc1ccc(-n2nc(C(=O)NCC(=O)NC(C)C)c3ccccc3c2=O)cc1
entry no.	17	18	19	20	21	22	23	24
Tn7 DDE FP	-2	-4	-6	-6	-2	-2	-5	5
mABHD4 FP	-3	-3	-1	58*	3	12	-4	6
TDP2 absorb	-8	-11	4	58*	10	19	-9	11
UHRF1 binding	-1	2	0	15	-1	22*	0	-3
LEDGF integ inh	-1	1	2	40*	3	0	2	1
PG9 Ab binder	-0.4	-2.0	0.2	-11	0.1	-2.4	-1.3	-1.6
TCR CD3 inh	2	4	-1	29*	3	7	6	-1
SIAE primary	-1	-3	-12	22*	4	-2	-2	-6
HTRA1 inhibitor	2	-2	-13	.	-3	1	.	6
PRMT1 inh	6	-3	-2	17	-2	5	0	4

Given tab-delimited: six of the compounds above
No.	Structure	Tn7 DDE FP	mABHD4 FP	TDP2 absorb	UHRF1 binding	LEDGF integ inh	PG9 Ab binder	TCR CD3 inh	SIAE primary	HTRA1 inhibitor	PRMT1 inh
7	COc1cccc(NC(=O)CN(C)C(=O)c2c(C)noc2C)c1	-3	0	-1	-1	0	-1.5	0	-13	6	0
8	[O-][n+]1ccc(C2CC2)cc1	-3	1	1	4	-2	0.5	0	11	7	1
9	CCN=c1sc(C(=O)OC)cc(=O)n1CC	4	4	-9	-3	-6	-0.3	6	3	8	-1
10	COc1ccccc1N(CN1C(=O)c2ccccc2C1=O)C(=O)c1cccc(C)c1	1	-2	-2	6	0	-2.3	2	-3	-1	2
11	CC(C)Cc1nnc(NC(=O)c2ccc3c(=O)n4c(nc3c2)CCC4)s1	-3	-7	-5	2	-4	0.0	2	-8	-10	0
12	O=C(CCN1CCCCCC1)Nc1ccc2c(c1)OCCO2	-5	9	1	8	0	1.4	-9	1	-2	4

(next part)
25. CCOC(=O)c1c(C)[nH]c(C(=O)OCc2ccccc2)c1C
26. O=C(Nc1ccc2c(c1)OCCO2)NC12CC3CC(CC(C3)C1)C2
27. COc1ccc(-c2nc(N)nc(C)c2-c2ccc(Cl)cc2)c(O)c1
28. CCCCn1c(N)c(N(CC(C)C)C(=O)Cc2ccc3c(c2)OCCO3)c(=O)[nH]c1=O
29. CC1=CC2=NC(=O)CC(C)(C(=O)N(CC(=O)NC(C)(C)C)Cc3cccs3)N2C=C1 (stereo not given)
30. O=C(Nc1cccc(Cl)c1)c1cccc(N2C(=O)C3CC=CCC3C2=O)c1 (stereo not given)
31. Cc1cccc(N2CCN(C(=O)c3ccc4ncsc4c3)CC2)c1C
32. Cc1onc(-c2ccccc2)c1C(=O)N1CCCCCC1
entry no.	25	26	27	28	29	30	31	32
Tn7 DDE FP	0	5	7	-1	2	-4	-7	-6
mABHD4 FP	-4	2	-1	2	-5	-13	-3	-3
TDP2 absorb	-3	-4	5	1	1	-17	-26	-2
UHRF1 binding	1	2	1	-1	5	3	6	0
LEDGF integ inh	0	-3	1	-4	0	-2	-1	2
PG9 Ab binder	-0.3	0.0	-0.6	0.6	1.9	0.8	-0.4	-1.3
TCR CD3 inh	9	0	5	2	-6	-7	-5	5
SIAE primary	1	8	15	1	0	-5	0	1
HTRA1 inhibitor	-18	-10	3	-3	8	-27	-5	-1
PRMT1 inh	-1	-3	-2	-2	-5	4	38*	-4

33. O=C1C=C(NCc2ccc(Cl)c(Cl)c2)C2(CCCCC2)O1
34. Cc1ccc(NC(=O)C2CCCN(S(=O)(=O)c3cccc4nonc34)C2)cc1 (stereo not given)
35. COc1ccc(S(=O)(=O)N2CCN(C3Cc4ccccc4C3)CC2)cc1
36. O=C(C1CCN(S(=O)(=O)c2cccs2)CC1)N(c1ccccn1)C1CCCCC1
37. CSCCC(CO)NC(=O)OCc1ccccc1 (stereo not given)
38. COc1ccc(-c2[nH]ncc2CN(C)Cc2cnccn2)c(OC)c1
39. Cc1ccc2ncccc2c1N
40. COc1ccc(OC)c(NS(=O)(=O)c2ccc(Cl)s2)c1
entry no.	33	34	35	36	37	38	39	40
Tn7 DDE FP	-5	2	-8	1	-3	-2	-4	-1
mABHD4 FP	-12	0	2	3	-1	1	3	4
TDP2 absorb	6	12	-4	0	-2	5	1	0
UHRF1 binding	-3	1	3	-1	0	2	-9	-1
LEDGF integ inh	3	-2	5	-7	-2	-3	-5	-3
PG9 Ab binder	-2.4	0.8	0.6	4.4	-1.7	-0.9	-4.3	-3.1
TCR CD3 inh	7	-11	6	6	11	-1	2	6
SIAE primary	-5	-12	2	-8	-1	0	3	2
HTRA1 inhibitor	-12	0	4	2	4	-1	1	9
PRMT1 inh	-2	7	-2	-1	-1	2	-4	-3

41. Cc1ccc(S(=O)(=O)NCc2cc(=O)n(C)c(=O)n2C)cc1C
42. COc1cccc(CN2CCNC(=O)C2CC(=O)N(C)Cc2cnccn2)c1OC (stereo not given)
43. COC(=O)N1c2ccccc2C=Cc2ccccc21
44. Cc1cc(Cl)ccc1OCCCC(=O)Nc1cccc(-n2cnnn2)c1
45. O=C(NCC1CCCO1)c1ccc2c(=O)n(CC3CCCO3)c(SCC(=O)N3CCCC3)nc2c1 (stereo not given)
46. OC[C@H]1O[C@@H](n2cnc3c(Nc4ccccc4)ncnc32)[C@H](O)[C@@H]1O
47. COC(=O)c1ccc(N2CN=C(c3ccc(C)cc3)NC2=S)cc1
entry no.	41	42	43	44	45	46	47
Tn7 DDE FP	-2	2	8	9	-2	3	0
mABHD4 FP	5	0	-3	-29	-2	6	-1
TDP2 absorb	17	4	4	-7	14	10	-3
UHRF1 binding	1	0	2	-1	0	-1	1
LEDGF integ inh	1	1	1	3	3	-4	-1
PG9 Ab binder	0.2	-2.5	-0.9	-0.5	-1.7	0.3	-4.2
TCR CD3 inh	5	-2	-4	5	4	0	4
SIAE primary	3	-7	14	-6	0	-4	-12
HTRA1 inhibitor	-2	6	5	-45	5	-2	-18
PRMT1 inh	-2	-2	-2	-4	1	0	35*
